KB-V1 MDR tox: kills drug-selected multidrug resistant KB-V1 cells. 400,000 tested, 3.4% active. Potency, µM (top dose mostly 46.1 µM), for the others: top-dose activity change, negative = cytotoxicity, most hits filed as cytotoxic. KB-V1 MDR cells viability, CellTiter-Glo, 72 h; note: potency is the fitted concentration of half-maximal effect; % is set by controls: 0 for no effect and ±100 for the full control effect; nearly all actives have a fitted effect of over 60% in size
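In this primary screen, KB-V1 cells overexpressing P-gp are incubated with library compounds (lowest to highest concentration) for 72 h at 37 degrees C before a luminescent ATP viability read.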
ATXN2 expr inh: ATXN2 expression inhibition. HEK-293 ATXN2-luciferase reporter, luminescence, 24 h. Potency, µM (titrated, usually from 57 µM), without a hit: at the highest dose activity change, negative = inhibition, hits mostly inhibitors. 360,000 tested, 0.72% active; note: potency is the fitted concentration of half-maximal effect; % is set by controls: 0 for no effect and ±100 for the full control effect; nearly all actives have a fitted effect of over 55% in size
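qHTS (up to 57 uM final) was run with 24 h compound exposure of reporter cells at 37 °C. Each well was multiplexed: SteadyGlo luminescence measured ATXN2-luciferase expression after a fluorogenic Gly-Phe-AFC viability readout (25 uM final).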
KB-3-1 tox: kills parental KB-3-1 adenocarcinoma cells; AID 1347075; KB-3-1 viability, CellTiter-Glo ATP luminescence, 72 h; Potency, µM (top dose mostly 46.1 µM), for inactives: top-dose activity change, negative = cytotoxic, hits mostly cytotoxic; 400,000 tested, 1.4% active; note: potency is the fitted concentration of half-maximal effect; % is set by controls: 0 for no effect and ±100 for the full control effect; nearly all actives have a fitted effect of over 60% in size
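KB-3-1 parental drug-naive adenocarcinoma cells in DMEM/10% FBS, incubated 72 h at 37 C with pin-transferred compounds across a concentration series. Viability by CellTiter-Glo luminescence; concentration-response curves fitted after normalization.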
MCF10A rerep: inducers of DNA re-replication in MCF 10A breast cells; MCF 10A DNA re-replication, Hoechst nuclear intensity, 48 h; Potency, µM (titrated, usually from 46.1 µM), inactives show top-dose activity, positive = re-replication, actives largely listed as activators; 350,000 tested, 2.9% active; note: potency is the fitted concentration of half-maximal effect; % of control where 0% means no effect; nearly all actives have a fitted effect of over 50% in size
HT1080 IDH1KD tx: toxicity to HT-1080 IDH1 knockdown cells (counter line); HT-1080 IDH1 knockdown viability, ATP luminescence, 48 h; Potency, µM (highest dose often 46.1 µM), for inactives: at the top dose activity, negative = toxicity, most hits filed as cytotoxic; 360,000 tested, 2% active;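 note: potency is the fitted concentration of half-maximal effect; 0% = DMSO wells and -100% = cell-free medium wells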
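After a 2 h attachment period, IDH1KD HT-1080 cells took pin-transferred compound for 48 h at 37 °C; ATP-based luminescence after 10 min room-temperature reagent incubation reported viability.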
WRN helicase inh: blocks human WRN helicase; WRN helicase unwinding, fluorescent forked duplex, kinetic; Potency, µM (titrated, usually from 114 µM), for inactives: at the top dose activity change, negative = inhibition, usual class: inhibitors; 360,000 tested, 0.46% active; note: potency is the fitted concentration of half-maximal effect; % is set by controls: 0 for no effect and ±100 for the full control effect; nearly all actives have a fitted effect of over 55% in size
Target sequence (Q14191 whole entry, looked up): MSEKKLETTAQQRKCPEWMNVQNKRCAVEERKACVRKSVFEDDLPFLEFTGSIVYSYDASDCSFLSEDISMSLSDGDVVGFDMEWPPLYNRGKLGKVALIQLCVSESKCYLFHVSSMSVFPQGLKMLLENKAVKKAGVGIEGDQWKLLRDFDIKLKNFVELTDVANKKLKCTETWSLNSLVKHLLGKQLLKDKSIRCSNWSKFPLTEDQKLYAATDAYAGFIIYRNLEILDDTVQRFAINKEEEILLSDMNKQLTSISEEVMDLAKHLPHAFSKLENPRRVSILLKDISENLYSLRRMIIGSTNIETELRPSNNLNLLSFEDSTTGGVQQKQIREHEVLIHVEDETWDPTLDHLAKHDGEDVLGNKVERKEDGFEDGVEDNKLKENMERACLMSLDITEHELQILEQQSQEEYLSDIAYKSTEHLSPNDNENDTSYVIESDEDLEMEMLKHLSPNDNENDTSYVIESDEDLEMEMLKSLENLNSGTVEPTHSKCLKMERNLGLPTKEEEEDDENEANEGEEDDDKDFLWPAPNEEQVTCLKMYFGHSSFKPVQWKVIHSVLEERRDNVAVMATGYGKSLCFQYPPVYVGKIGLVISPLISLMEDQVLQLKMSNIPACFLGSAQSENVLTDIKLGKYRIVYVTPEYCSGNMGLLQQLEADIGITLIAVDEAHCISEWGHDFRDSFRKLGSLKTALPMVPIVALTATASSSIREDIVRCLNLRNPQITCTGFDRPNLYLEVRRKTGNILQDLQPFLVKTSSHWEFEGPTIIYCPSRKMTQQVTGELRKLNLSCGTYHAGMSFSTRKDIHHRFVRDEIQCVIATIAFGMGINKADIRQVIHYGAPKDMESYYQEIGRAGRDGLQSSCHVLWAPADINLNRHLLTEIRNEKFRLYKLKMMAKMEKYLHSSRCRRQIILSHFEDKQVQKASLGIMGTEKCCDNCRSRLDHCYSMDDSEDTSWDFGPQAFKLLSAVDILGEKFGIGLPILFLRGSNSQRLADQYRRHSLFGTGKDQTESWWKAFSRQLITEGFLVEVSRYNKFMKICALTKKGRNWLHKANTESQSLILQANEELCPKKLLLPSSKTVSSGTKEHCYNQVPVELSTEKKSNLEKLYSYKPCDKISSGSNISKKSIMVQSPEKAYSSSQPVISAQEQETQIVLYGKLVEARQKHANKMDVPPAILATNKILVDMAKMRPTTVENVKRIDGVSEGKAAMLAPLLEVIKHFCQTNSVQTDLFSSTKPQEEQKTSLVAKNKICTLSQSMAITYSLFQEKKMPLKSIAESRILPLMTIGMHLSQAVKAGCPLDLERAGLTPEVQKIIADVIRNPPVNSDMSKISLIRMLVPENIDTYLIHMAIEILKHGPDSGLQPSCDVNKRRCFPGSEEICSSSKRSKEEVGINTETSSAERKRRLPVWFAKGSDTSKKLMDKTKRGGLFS
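Screening of the MLSMR collection measured strand separation of a quenched forked DNA duplex (100 nM) by 20 nM WRN with 2 mM ATP, all final. Compounds were preincubated with enzyme 15 min at room temperature.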
HT1080NT lethal: kills 2HG-producing HT-1080-NT fibrosarcoma cells | HT-1080-NT fibrosarcoma viability, CellTiter-Glo ATP luminescence, 48 h | Potency, µM (highest dose often 46.1 µM), without a hit: at the highest dose activity, negative = less viability, actives largely listed as cytotoxic | 360,000 tested, 1.6% active | AID 686970;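 note: NT is the 2HG producing partner of a matched IDH1 knockdown line; potency is the fitted concentration of half-maximal effect; 0% = DMSO-treated cells and -100% = media-only wells without cells; nearly all actives have a fitted effect of over 55% in size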
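Luminescent CellTiter-Glo readout after 48 hours of compound exposure at 37 degrees C defined viability of HT-1080-NT cells. Activity was normalized to DMSO wells and cell-free media wells; concentration-response curves were fitted and assigned curve classes.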
SW480 rereplic: inducers of DNA re-replication in SW480 colon cancer cells; SW480 DNA re-replication, Hoechst DNA content imaging, 48 h; Potency, µM (series often up to 46.1 µM), for inactives: at the top dose re-replication activation, most hits filed as activators; 340,000 tested, 1.8% active; note: potency is the fitted concentration of half-maximal effect; % of control where 0% means no effect; nearly all actives have a fitted effect of over 55% in size
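Cells (250 per well) received 23 nL compound or DMSO by pin tool and were kept 48 hr at 37 C, 5% CO2. Nuclei were then stained with Hoechst for 40 min and scanned for DNA content.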
IL-1B inflam inh: inhibitors of inflammasome signaling (IL-1 beta secretion) | THP-1 LPS/ATP IL-1B secretion, AlphaLISA, 16 h; hits give low values | activity change, % at 57.5 µM | 360,000 tested, 4.7% active | AID 743279; in the data active = activity change below about -50%; inconclusive = mostly about -30% to -49%; note: % is set by controls: 0 for no effect and ±100 for the full control effect
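Secreted IL-1B measured by AlphaLISA bead assay after 16 h compound exposure of THP-1 cells; compounds (final up to 57.5 uM) added 1 h before LPS (250 ng/mL) and ATP (1.25 mM) stimulation; lower signal means less secretion.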
* marks the source's active call; other numbers are inactive results; ? = inconclusive; / = no result given; [ ] = dose if it differs, or a comment. Unless noted, calls come from the whole dose curve; as a rule, active = well fitted curve in the direction sought with a large enough effect; inconclusive = small, poorly fitted or top-dose-only effect, or another doubt; inactive = no such curve, though single readings can be large; an effect the other way counts as inactive or inconclusive. Not a hit list; 12% or so of the library scored in one or more.

Values run as follows: KB-V1 MDR tox	ATXN2 expr inh	KB-3-1 tox	MCF10A rerep	HT1080 IDH1KD tx	WRN helicase inh	HT1080NT lethal	SW480 rereplic	IL-1B inflam inh
> CC(C)COc1ccccc1C(=O)NC(CO)C(=O)O (configuration not stated)
 : 0.0%	0.3%	0.0%	-180.5%[0.0737 µM]	11.4%	-13.0%	8.6%	7.2%	-11.5
> COC(=O)[C@@]1(C)[C@H]2C(=O)N(C)C(=O)[C@H]2[C@H]2CN(C)C(=NC3CCCCC3)N21
 : -4.2%	0.7%	-1.4%	-2.3%	2.2%	-2.9%	11.6%	-22.0%[9.22 µM]	3.1
> O=C(C[C@H]1C(=O)N(Cc2ccccc2)C[C@@H]1c1ccc(Br)cc1)Nc1ccc(Br)cc1
 : ?	-30.3%	?	/	?	-6.6%	-12.9%	/	-14.7
> COc1ccc(C2=NCCNC(C(F)(F)F)=C2)cc1
 : -11.1%	-12.6%	-11.8%	-2.2%	-4.8%	2.0%	-0.5%	2.3%	-5.9
> Cc1cc2nc(C)n(CCCNC(=O)Nc3cccc4ccccc34)c2cc1C
 : 16.4µM*	-15.6%	?	?	-18.6%	-16.7%	-3.6%	4.8%	?
> COc1ccc(NC(=O)CCN2CCCC2)c(OC)c1
 : -14.6%	-7.7%	0.0%	?	-13.8%	2.9%	0.1%	-8.2%	0.0
> CC(C)(C)NC(=O)COC(=O)CCC(=O)c1ccc(Cl)cc1
 : 14.1%	-22.7%	17.4%	-0.7%	10.2%	-1.1%	6.5%	-1.0%	-6.5
> Nc1nonc1-n1nnc(C(=O)N/N=C/c2ccccc2Cl)c1CN1CCOCC1
 : -1.5%	/	0.6%	-0.1%	4.9%	0.8%	6.9%	-1.9%	4.8
> COc1cccc(C(C)NC(=O)Nc2cccc(C(F)(F)F)c2)c1 (configuration not stated)
 : ?	-15.9%	-23.0%	3.7%	?	-6.9%	?	-0.9%[9.22 µM]	5.9
> Cc1ccc(S(=O)(=O)N2CCC(C(=O)N[C@H](C(=O)NCc3ccco3)C(C)C)CC2)cc1
 : 15.3%	4.7%	-1.4%	2.7%	3.4%	-6.4%	-1.6%	0.3%	3.4
> N/C(Cc1ccc(Cl)cc1Cl)=N\OC(=O)Cc1ccccc1
 : -9.9%	1.9%	0.4%	2.0%	-3.0%	-10.9%	-5.7%	?	0.0
> Cc1cc(NC(=O)CSc2nnc(C(C)N(C)C)n2-c2ccc(F)cc2)no1 (configuration not stated)
 : 0.4%	/	-11.8%	-2.7%	7.5%	9.6%	-3.8%	-11.4%	-3.6
> C[C@H](CO)N1C[C@H](C)[C@@H](CN(C)Cc2ccc(C(=O)O)cc2)Oc2ncc(-c3ccc(C(=O)N(C)C)cc3)cc2C1=O
 : 5.3%	6.2%	0.1%	/	-0.6%	-0.3%	-2.0%	/	18.7
> COC(=O)NNC(=O)c1ccc(C)cc1
 : 19.5%	4.9%	1.4%	1.4%	1.5%	8.7%	15.5%	-15.6%	-3.8
> COc1ccc(CNC(=O)CCCC(=O)Nc2cccc(Br)c2)cc1
 : 12.5%	-2.8%	9.1%	6.3%	0.5%	-23.7%	-4.2%	-0.5%	10.1
> CCN(CC(=O)Nc1c(F)cccc1F)C(=O)/C=C/c1c(C)nn(-c2ccc(F)cc2)c1C
 : ?	-15.5%	-2.5%	0.2%	-6.8%	-0.6%	-3.7%	0.2%	-1.5
> Cc1cc(F)ccc1-c1cc(C(=O)NC2CCCCC2)[nH]n1
 : -1.3%	29.3%	0.0%	/	0.0%	0.1%	23.5%	/	?
> Cn1nnnc1Sc1ncnc2scc(-c3ccccc3Cl)c12
 : -16.8%	20µM*	?	?	/	/	/	22.6%	/
> Cc1nn(-c2ccc(N3CCOCC3)nn2)c(C)c1CCC(=O)Nc1ccccc1
 : -16.1%	19.9%	15.2%	-3.0%	12.6%	2.3%[57.1 µM]	12.6%	5.3%	-7.7
> Cc1cccc(Nc2nc(N)nc(CN3CCN(c4ccccc4F)CC3)n2)c1
 : 2.31µM*	-2.9%	-16.8%	?	-2.8%	-5.0%	?	?	-23.6
> COc1cc(NC(=O)CN(C)Cc2cccc(F)c2)c(C)cc1[N+](=O)[O-]
 : ?	-8.8%	?	-3.6%	18.8%	3.5%	19.9%	-1.4%	2.8
> COC(=O)N/N=C(\C)c1ccc(Br)cc1
 : -15.4%	6.1%	-1.4%	-2.1%	1.6%[9.24 µM]	0.9%	4.4%	-6.6%	-16.2
> COc1cccc(CN2CCNC(=O)C2CC(=O)NC2CCOCC2)c1OC (configuration not stated)
 : 22.9%	/	1.4%	-2.0%	-2.1%	2.1%	6.2%	-2.6%	3.4
> c1ccc(-c2nccc3ccccc23)cc1
 : 11.4%	-2.2%	2.4%	-10.8%	9.6%	-15.2%	8.4%	-15.2%	24.9
> CC1CCN(C(=O)N[C@@H](Cc2ccccc2)C(=O)O)CC1
 : ?	-2.1%	10.0%	?	6.4%	3.8%	7.5%	-8.6%	6.1
> O=C(CN1CCN(c2ccccn2)CC1)Nc1ccccc1Br
 : -23.6%	/	0.9%	13.0%	0.0%	1.5%	3.0%	0.2%	19.2
> CC1CCCC(NC(=O)c2cccc(N3CCCC3=O)c2)C1C (configuration not stated)
 : 9.3%	/	?	1.5%	-0.8%	-5.8%	2.8%	-1.8%	9.1
> COc1ccc(N2Cc3ccc(OC)c(OC)c3C2=O)cc1
 : 0.0%	13.7%	-6.4%	7.5%	-11.6%	-7.8%	2.4%	-16.2%	-13.3
> Cc1ccc(NC(=S)Nc2c(C)n(C)n(-c3ccccc3)c2=O)cc1Cl
 : -8.6%	/	?	-5.2%	8.1%	-3.9%	5.8%	-3.5%	12.9
> COC(=O)N/N=C/c1cc(Cl)cc(Cl)c1OCc1ccccc1
 : -27.9%	-1.2%	2.2%	-1.5%	-1.3%	5.0%	0.2%	-111.1%[inhibitor]	-1.1
> O=C(CSc1nc2c(sc3ccccc32)c(=O)n1CCCN1CCCC1)NCC1CCCO1 (configuration not stated)
 : 6.3%	/	2.2%	-0.7%	-2.2%	4.1%	4.5%	-19.4%	-11.6
> Cc1cccnc1NC(=S)NC(=O)c1oc2ccccc2c1C
 : -2.7%	37.0%[activator]	-1.5%	16.8%	-7.6%	0.5%	-13.6%	-20.8%	40.4
> Cc1c(Cc2ccccc2)c(=O)oc2cc(OCC(=O)N[C@@H](Cc3ccccc3)C(=O)O)ccc12
 : 6.7%	2.7%	0.0%	4.8%	11.9%	-0.9%	12.8%	70.5%	-1.0
> CC(C)Nc1nc(Cl)nc(N(C#N)CN2C(=O)c3ccccc3C2=O)n1
 : 0.0%	?	?	16.4µM*	18.4µM*	0.2%	?	?	-98.6*
> O=C(N/N=C/c1cccc([N+](=O)[O-])c1)C1CC(=O)N(c2ccc(Cl)cc2)C1 (configuration not stated)
 : -16.2%	-11.8%	-17.8%	26.9%	-5.4%	2.7%	-8.3%	-2.2%	-5.8
> Nc1ccccc1-c1nnc(-c2ccc(-c3ccccc3)cc2)o1
 : ?	4.5%	-7.3%	?	?	-1.2%	?	15.3%	20.4
> Cc1ccc(C2c3[nH]c4ccccc4c3C[C@H]3C(=O)N(c4ccccc4C(=O)NCCCN4CCOCC4)C(=O)N23)cc1 (some centres not stated)
 : 4.8%	?	-1.5%	?	29.1µM*	1.7%	?	24.4%	-22.7
> Clc1cccc(CNc2ccn3nc(-c4ccc(OCc5ccccc5)cc4)cc3n2)c1
 : 0.0%	2.3%	?	/	-26.3%	-5.5%	-12.8%	/	-16.5
> O=C1CCN(S(=O)(=O)c2ccc(Cl)cc2)N1
 : 1.1%	2.6%	-1.2%	0.2%	-8.3%	4.9%	-5.4%	-3.2%	-1.4
> O=C(OCc1c(Cl)cccc1Cl)c1cnccn1
 : 12.9%	3.9%	17.3%	-1.0%	6.9%	-1.7%[57.1 µM]	8.1%	-9.6%	13.6
> COc1cccc(-c2nc(N3CCCCC3)c3ccccc3n2)c1O
 : ?	2.8%	?	?	?	-9.7%	?	4.6%	?
> CCN(CC)CCN(C(=O)C1=COCCO1)c1nc2cc3c(cc2s1)OCO3
 : 9.6%	/	0.9%	13.7%	-3.3%	4.7%	0.6%	-2.9%	-19.0
> Cc1ccc(S(=O)(=O)Nc2cccc(N(C)S(C)(=O)=O)c2)cc1[N+](=O)[O-]
 : -13.9%	-22.9%	-8.1%	-4.4%[9.22 µM]	-8.2%	8.6%	-4.4%	-52.8%[inhibitor]	27.1
> CC(C)(C)c1ccc(C(=O)N/C(=C\c2ccco2)C(=O)Nc2ccccc2C(=O)O)cc1
 : 7.8%	-19.3%	2.5%	-9.4%	-11.8%	-30.9%	-5.7%	8.7%	2.7
> CC(C)n1ncc2c(C(=O)O)cc(C3CC3)nc21
 : 10.8%	4.2%	2.9%	8.0%	5.4%	-3.3%	11.0%	-20.5%	0.7
> O=C(CCN1CCOCC1)NNC(=O)Nc1cccc(Cl)c1
 : ?	-2.7%	-8.3%	-0.1%	9.7%	16.2%	0.8%	-8.5%	10.7
> NC(=O)C1=C[C@@H](c2csc3ccccc23)C[C@@H](OCc2ccc(CO)cc2)O1
 : -19.5%	-21.6%	0.0%	17.0%	?	0.6%	?	1.3%	-4.1
> Cc1ccc(S(=O)(=O)N2CCN(C(=O)CCC(=O)Nc3ccc(Br)c(C)c3)CC2)cc1
 : 13µM*	-21.8%	0.9%	-2.2%	-14.8%	?	-0.9%	0.3%	?
> Fc1ccccc1-c1nc2ncccc2o1
 : 2.5%	31.4%[activator]	-2.4%	2.2%	8.6%	3.8%	8.6%	-8.5%	-2.2
> CCCCS(=O)(=O)N1CCCC(C(=O)Nc2ccc3c(c2)CCC3)C1 (configuration not stated)
 : ?	-4.2%	-0.3%	2.4%	13.0%	8.1%	3.7%	-0.9%	5.9
> COC(=O)N/N=C(\C)c1cccc(C(F)(F)F)c1
 : 7.2%	13.1%	-9.7%	-12.6%	5.6%	-7.4%	9.1%	-22.0%	-6.0
